ATXN viability – reduces viability in counter-screen for ATXN expression inhibitors; S2 cells (HEK-293 line with an ATXN2-luciferase reporter) viability, CellTiter-Fluor protease fluorescence, 24 h; Potency, µM (highest dose often 56.7 µM), actives largely listed as cytotoxic; actives 0.49% (n = 400,000); further: nearly all actives have a fitted effect of over 40% in size
HepG2 viability – counter-screen for TGF-b inhibitors: cytotoxicity in HepG2 cells. Potency, µM (titrated, usually from 46.1 µM), inactives show top-dose activity change, negative = cytotoxicity, most hits filed as cytotoxic. HepG2 CAGA-GFP viability, ATP luminescence, 18 h. actives 0.76% (n = 410,000); further: some results filed as inactive show a strong effect at the top dose
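HepG2 CAGA-GFP cells (1000/well, DMEM with 1% FBS) received compound, then TGF-beta at 500 pg/mL final, and were incubated 18 hours at 37 degrees C. Viability was read by CellTiter-Glo luminescence. Media-only wells were set as complete cell-killing and DMSO as no toxicity.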
TGFb inhibitor – TGF-b pathway inhibition; HepG2 CAGA-GFP TGF-b/SMAD3 reporter, GFP fluorescence, 18 h; TGF-beta stimulated, 500 pg/mL final; Potency, µM (top dose mostly 46.1 µM), inactives show top-dose activity, negative = inhibition, actives largely listed as inhibitors; actives 1.2% (n = 410,000); further: on the % scale 0 is the no-effect control and ±100 the full control effect; nearly all actives have a fitted effect of over 65% in size
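Cell-based qHTS in HEPG2 carrying a CAGA-GFP Smad reporter; compounds added before 500 pg/mL final TGF-beta, 18 h incubation at 37 degrees C, GFP fluorescence quantified per cell by imaging cytometry.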
MCF10A rerep – induces DNA re-replication in MCF 10a normal breast cells | MCF 10A DNA re-replication, Hoechst nuclear intensity, 48 h | Potency, µM (series often up to 46.1 µM), for inactives: top-dose activity, positive = re-replication, hits mostly activators | actives 2.9% (n = 350,000) | AID 624296; further: % of control where 0% means no effect; nearly all actives have a fitted effect of over 50% in size
Nrf2 block – blocks Nrf2 signaling. A549 ARE-Fluc reporter, luciferase luminescence, 18-24 h. Potency, µM (series often up to 46 µM), inactives show at the top dose activity change, negative = inhibition, usual class: inhibitors. actives 2.1% (n = 360,000). AID 504444; further: on the % scale 0 is the no-effect control and ±100 the full control effect; nearly all actives have a fitted effect of over 60% in size
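In this cell-based qHTS, ARE-driven firefly luciferase in A549 cells reports Nrf2 activity; the luminescent signal after BugLite lysis is the measured value, with a prior CellTiter-Fluor read for cell health.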
EPAC2 antagonist – blocks human EPAC2 exchange factor; Q8WZA2; EPAC2 GEF exchange of Rap1B-BODIPY-GDP, fluorescence; Potency, µM (titrated, usually from 114 µM), without a hit: top-dose activity, negative = inhibition, hits mostly inhibitors; actives 0.18% (n = 360,000); AID 720708; further: on the % scale 0 is the no-effect control and ±100 the full control effect; nearly all actives have a fitted effect of over 45% in size; many of its hits are not listed in these tables
Target sequence (Q8WZA2 whole entry, looked up): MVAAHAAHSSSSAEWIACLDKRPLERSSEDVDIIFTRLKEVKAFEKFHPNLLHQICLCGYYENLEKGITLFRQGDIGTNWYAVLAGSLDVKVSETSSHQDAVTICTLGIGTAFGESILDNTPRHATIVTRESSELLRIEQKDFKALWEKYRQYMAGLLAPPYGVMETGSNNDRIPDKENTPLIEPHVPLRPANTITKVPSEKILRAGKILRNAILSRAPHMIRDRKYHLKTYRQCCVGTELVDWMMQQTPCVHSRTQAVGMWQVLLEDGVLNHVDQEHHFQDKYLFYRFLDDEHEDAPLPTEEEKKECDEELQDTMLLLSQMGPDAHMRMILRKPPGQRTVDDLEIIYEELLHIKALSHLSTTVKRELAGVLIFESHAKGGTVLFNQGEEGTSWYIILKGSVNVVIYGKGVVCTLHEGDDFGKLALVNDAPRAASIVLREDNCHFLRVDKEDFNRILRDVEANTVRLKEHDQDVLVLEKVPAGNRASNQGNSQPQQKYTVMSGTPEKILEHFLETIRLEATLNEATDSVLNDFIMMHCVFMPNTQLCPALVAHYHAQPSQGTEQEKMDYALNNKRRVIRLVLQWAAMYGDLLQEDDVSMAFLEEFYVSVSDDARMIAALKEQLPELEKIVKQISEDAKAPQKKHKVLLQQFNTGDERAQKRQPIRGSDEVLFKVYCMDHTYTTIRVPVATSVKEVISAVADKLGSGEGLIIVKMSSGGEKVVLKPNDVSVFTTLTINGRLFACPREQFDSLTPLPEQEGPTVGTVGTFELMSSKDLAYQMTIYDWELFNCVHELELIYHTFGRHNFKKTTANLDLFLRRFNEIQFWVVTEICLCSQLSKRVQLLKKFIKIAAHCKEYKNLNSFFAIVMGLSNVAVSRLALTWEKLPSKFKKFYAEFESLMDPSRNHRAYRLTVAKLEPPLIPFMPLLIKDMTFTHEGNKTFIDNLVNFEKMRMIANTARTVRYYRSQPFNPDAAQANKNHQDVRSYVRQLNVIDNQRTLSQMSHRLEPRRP
A549 tox – A549 cytotoxicity, counter-screen for Nrf2 inhibitors; A549 ARE-Fluc cells, CellTiter-Fluor viability, 18-24 h; Potency, µM (titrated, usually from 46 µM), for the others: at the highest dose activity change, negative = cytotoxicity, actives largely listed as inhibitors; actives 0.16% (n = 390,000); AID 504648; further: on the % scale 0 is the no-effect control and ±100 the full control effect
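A549 ARE_Fluc cells in 5% FBS OPTI-MEM were exposed to compounds in concentration-response for 18-24 h at 37 deg C. Viability was read by CellTiter-Fluor fluorescence (Ex 405/Em 525) after 30 min, before the luciferase read.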
Nrf2 activator – activates Nrf2 signaling; AREc32 ARE-luciferase reporter (MCF7-derived line), luminescence, 24 h; actives 0.31% (n = 410,000); Potency, µM (top dose mostly 46.1 µM), without a hit: top-dose activation, actives largely listed as activators; further: % of control where 0% means no effect; nearly all actives have a fitted effect of over 65% in size
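AREc32 cells carrying an ARE-driven firefly luciferase reporter were seeded at 1000 cells/well in OPTI-MEM with 5% FBS, then exposed to compound for 24 hr at 37 deg C. Luminescence was read with Steady-Glo after 30 min at RT.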
ATXN2 expr inh – reduces ATXN2 reporter expression in HEK-293 cells | HEK-293 ATXN2-luciferase reporter, luminescence, 24 h | Potency, µM (highest dose often 57 µM), for the others: at the top dose activity change, negative = inhibition, actives largely listed as inhibitors | actives 0.72% (n = 360,000) | AID 1745845; further: on the % scale 0 is the no-effect control and ±100 the full control effect; nearly all actives have a fitted effect of over 55% in size
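ATXN2-luciferase reporter cells (luciferase flanked by upstream and downstream ATXN2 gene portions) were treated 24 h at 37 °C with compounds at up to 57 uM. SteadyGlo luminescence gave expression; GF-AFC fluorescence gave viability.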
* = called active by the depositor; i = inactive; ? = inconclusive; · = not tested or not shown; [ ] = dose if it differs, or a comment. The call rests on the fitted dose curve; in most records, active means well fitted curve in the direction sought with a large enough effect; inconclusive means small, poorly fitted or top-dose-only effect, or another doubt; inactive means no such curve, though single readings can be large; an effect the other way counts as inactive or inconclusive. Potency means the concentration at half of the fitted maximal effect. This is a subset, so the mix of outcomes need not match the whole.

SMILES | ATXN viability | HepG2 viability | TGFb inhibitor | MCF10A rerep | Nrf2 block | EPAC2 antagonist | A549 tox | Nrf2 activator | ATXN2 expr inh
COc1ccc(C)cc1S(=O)(=O)N(C)CC(=O)N1CCCCC1 | i | 0.8% | 0.0% | 5.6% | 1.8% | 17.0% | -0.3% | -0.7% | 16.1%
Cc1ccc(S(=O)(=O)CCC(=O)Nc2ccc(OC(F)(F)F)cc2)cc1 | · | 1.9% | ? | · | 29.2% | · | -0.2% | -0.4% | ·
COc1cc(/C=C/C(=O)OCC(=O)NCCc2ccccc2)ccc1OC(F)F | i | 1.0% | 13.7% | 3.8% | -3.4% | -5.4% | -0.3% | -0.1% | 2.4%
Cc1nc2c(C#N)c(C)[nH]n2c(=O)c1Cc1ccccc1 | i | 3.4% | -8.6% | 2.6% | -8.6% | 4.5% | -3.6% | -0.2% | 5.2%
CCOc1ccc2cc(C#N)c(SCC(=O)N3CCC(C)CC3)nc2c1 | i | -91.4% | 16.3% | ? | 3.1% | -5.4% | -0.6% | 0.0% | -0.1%
O=c1c(Cc2ccccc2O)c(O)nc2n1CCCS2 | i | -16.4% | -21.0% | -0.1% | -3.1% | -2.2% | -2.7% | -0.4% | -13.2%
CC(=O)OC(C)CS(=O)(=O)c1ccccc1 (configuration not stated) | i | 0.2% | 2.7% | 20.0% | 11.8% | -5.8% | ? | 2.2% | 5.1%
Cc1nc(SCC(=O)N2CC(=O)Nc3ccccc32)nc(C)c1C | i | 8.0% | 16.0% | 0.0% | -17.2% | -1.8% | 0.4% | 3.1% | 3.3%[11.3 µM]
CCn1cc(/C=C(\NC(=O)c2cc(OC)c(OC)c(OC)c2)C(=O)N2CCN(C)CC2)c2ccccc21 | i | -5.2% | ? | 11.7% | -7.3% | 12.2% | 1.6% | 0.9% | -0.9%
O=C(COc1ccc(S(=O)(=O)NCc2ccccc2)cc1Cl)N1CCOCC1 | i | 3.7% | -44.7% | -7.1% | 3.2% | 3.8% | -1.4% | -0.7% | 4.7%

Some of the entries above, set out differently:
Order of values – ATXN viability	HepG2 viability	TGFb inhibitor	MCF10A rerep	Nrf2 block	EPAC2 antagonist	A549 tox	Nrf2 activator	ATXN2 expr inh
O=c1c(Cc2ccccc2O)c(O)nc2n1CCCS2
 : i	-16.4%	-21.0%	-0.1%	-3.1%	-2.2%	-2.7%	-0.4%	-13.2%
CC(=O)OC(C)CS(=O)(=O)c1ccccc1 (configuration not stated)
 : i	0.2%	2.7%	20.0%	11.8%	-5.8%	?	2.2%	5.1%
Cc1nc(SCC(=O)N2CC(=O)Nc3ccccc32)nc(C)c1C
 : i	8.0%	16.0%	0.0%	-17.2%	-1.8%	0.4%	3.1%	3.3%[11.3 µM]
CCn1cc(/C=C(\NC(=O)c2cc(OC)c(OC)c(OC)c2)C(=O)N2CCN(C)CC2)c2ccccc21
 : i	-5.2%	?	11.7%	-7.3%	12.2%	1.6%	0.9%	-0.9%
O=C(COc1ccc(S(=O)(=O)NCc2ccccc2)cc1Cl)N1CCOCC1
 : i	3.7%	-44.7%	-7.1%	3.2%	3.8%	-1.4%	-0.7%	4.7%

Further structures:
SMILES | ATXN viability | HepG2 viability | TGFb inhibitor | MCF10A rerep | Nrf2 block | EPAC2 antagonist | A549 tox | Nrf2 activator | ATXN2 expr inh
CCC(=O)N1CCc2cc(Br)cc(S(=O)(=O)NCCN3CCCCC3C)c21 (configuration not stated) | i | -2.1% | 1.6% | 0.6% | -11.7% | -1.3% | 15.7% | 0.1% | 8.2%
COc1cccc(COC(=O)c2ccc3c(=O)n4c(nc3c2)CCC4)c1OC | ? | 4.5% | 15.7% | ? | 13.4% | -0.7% | -3.9% | 0.6% | 5.5%
CCN(CC)S(=O)(=O)c1ccc(NN=C2CCN(C(C)C)CC2)c([N+](=O)[O-])c1 | i | -8.9% | 11.2% | -0.2% | -2.3% | 11.6% | 0.6% | -0.2% | 0.0%
CCN1C(=O)c2cccc3c(NC(=O)c4cccc(N5C(=O)CCC5=O)c4)ccc1c23 | ? | 7.2% | 7.2% | 7.0% | 9.6% | 13.3% | -9.2% | 4.0% | 9.7%
CCOC(=O)N1CCN(C(=O)c2ccc3c(=O)n(CCc4ccccc4)c(=S)[nH]c3c2)CC1 | i | -33.9% | -18.5% | ? | 14.3% | -2.9% | 2.3% | -0.5% | -5.3%
C/C(=N\OCC(=O)OC(C)C(=O)Nc1ccc(C)c(S(=O)(=O)N2CCOCC2)c1)c1ccc2c(c1)OCO2 (configuration not stated) | i | -0.7% | -3.4% | -3.1% | 7.6% | 22.9% | 17.7% | 0.2% | 3.8%
N#Cc1cc(O)c(-n2nnc3ccccc32)cc1C#N | i | 13.8% | -14.6% | 15.8% | 6.0% | -3.5% | 4.4% | 0.1% | 4.3%
O=C(COC(=O)c1nc(-c2ccccc2)n(-c2cccc(C(F)(F)F)c2)n1)NCc1cccs1 | i | 0.1% | -0.5% | 14.6% | 7.4% | -20.5% | 10.2% | 3.7% | 4.2%
O=C(Nc1ccc(N2CCOCC2)cc1)c1cc2ccccc2o1 | i | -1.7% | -38.6% | -6.2% | ? | -6.5% | -15.8% | 0.8% | 26.5%
Cc1cc(=O)n2nc(N3CCCC3C(=O)NCc3ccccn3)sc2n1 (configuration not stated) | i | -4.7% | -24.8% | 3.8% | 5.4% | 10.1% | -3.9% | -0.2% | 2.9%
COC(=O)Nc1c(C)nn(Cc2ccccc2C)c1C | i | 3.0% | 24.4% | 3.0% | 1.8% | 5.2% | -10.2% | -0.3% | 1.3%
COc1ccc(N2CCN(C(=S)Nc3ccccc3OC)CC2)cc1 | i | 1.8% | 3.4% | 2.0% | 1.1% | 2.0% | 10.3% | -0.3% | 15.0%
COc1cccc(C(=O)Nc2nc3nc(-c4ccccc4)cc(=O)n3[nH]2)c1 | i | -0.5% | -3.9% | · | 9.3% | · | -7.2% | 0.1% | 10.2%
O=C(CSc1ccc(Br)cc1)N1CCOCC1 | i | -0.6% | 3.2% | 1.7% | ? | 7.8% | ? | -0.3% | 15.2%
Cc1cc(=O)[nH]c(N2CCOCC2)n1 | i | -1.1% | -15.9% | -1.1% | -21.8% | 1.0% | 1.1% | -0.5% | 4.2%
COC(=O)c1c(SCC(=O)Nc2ccc(C)cc2)nc(=O)[nH]c1C | i | 6.2% | -9.0% | 11.7% | 18.3% | -8.6% | 1.0% | -0.4% | 12.2%
COC(=O)c1ccc(N2C(=O)CC(NCc3ccccc3)C2=O)cc1 (configuration not stated) | i | 0.1% | 19.1% | 0.2% | 12.1% | 7.9% | -3.1% | 0.4% | 6.5%
COc1c(C)cc(C(=O)C2CCCN(C(=O)c3cc(C)on3)C2)cc1C (configuration not stated) | i | -19.8% | -15.2% | 2.2% | -12.1% | -10.6% | 1.1% | -0.5% | -7.3%
C#CCOCCOCCOCCNc1nc(N2CCN(C(=O)Cn3cc(CCCN=C(N)N)nn3)CC2)nc(N2CCN(C(=O)[C@H]([C@@H](C)O)n3cc(CCCCN)nn3)CC2)n1 | i | 20.0% | 1.9% | -1.5% | 21.8% | 23.2% | -1.1% | -0.3% | 13.1%
Cc1ccc(NC(=O)CN(C)S(=O)(=O)c2ccc(Cl)s2)c(O)c1 | i | 3.7% | -4.6% | 2.0% | 1.9% | -8.3% | 17.5% | 7.6% | ·
O=C(C1CCC(CNc2c(N3CCCCC3)c(=O)c2=O)CC1)N1CCc2ccccc2C1 (configuration not stated) | i | -2.4% | -10.4% | 7.6% | ? | 9.7% | 2.7% | 3.8% | -25.5%
COc1ccc(C2c3c(-c4ccccc4)n[nH]c3C(=O)N2c2ccc(C(=O)O)cc2)c(OC)c1 (configuration not stated) | i | 5.8% | 33.7%[activator] | · | 1.4% | · | -4.5% | -1.5% | 12.9%
O=C(NCCc1ccc(F)cc1)Nc1ccc2c(c1)OCO2 | i | -6.5% | 0.0% | 0.1% | ? | 2.3% | 0.3% | -0.2% | 15.6%
CC(C)Oc1ccc(S(=O)(=O)N2CCOCC2)cc1NC(=O)c1ccc(Cl)c(S(=O)(=O)N2CCOCC2)c1 | i | 4.1% | -3.9% | · | · | -11.5% | · | 3.1% | ·
O=C(NC12CC3CC(CC(C3)C1)C2)N(Cc1ccccc1)Cc1ccncc1 | i | -17.1% | 6.9% | -11.9% | 1.9% | -3.7% | -0.3% | 6.6% | -20.9%
CCOC(=O)/C(C#N)=C/c1cn(CCC(=O)O)nc1-c1ccc(Cl)cc1 | ? | 2.6% | 16.1% | -1.8% | 2.2% | -0.7% | -6.7% | 2.4% | -14.5%
CS(=O)(=O)N(CC(=O)NCCSc1ccccc1)c1ccc2c(c1)OCO2 | i | -1.5% | 12.3% | -5.6% | -3.9% | 0.8% | -5.7% | 2.6% | -1.4%
O=c1c2sc3ccccc3c2n(Cc2cccc(C(F)(F)F)c2)c(=O)n1Cc1ccco1 | i | -25.5% | ? | · | -13.8% | · | 2.9% | 3.4% | 4.3%
CN(c1ccccc1)S(=O)(=O)c1ccc(C(=O)NNC(=O)c2ccccc2F)cc1 | i | -5.6% | 2.1% | 11.1% | -6.2% | -0.7% | -2.8% | 0.4% | 0.9%
COc1ccc(CN(C)c2ccc(-c3nc(-c4ccccc4)no3)cc2[N+](=O)[O-])cc1 | i | -0.5% | -4.4% | · | 0.6% | · | -11.6% | ? | 102.5%[activator]
O=C(CN1C(=O)C2CC=CCC2C1=O)Nc1nccs1 (configuration not stated) | i | 2.1% | -11.3% | -4.3% | 0.8% | 0.0% | -5.2% | -0.3% | -1.7%
Cc1ccc(S(=O)(=O)Oc2ccccc2/C=N/NC(=O)c2c(Cl)cnn2C)cc1 | i | -20.2% | 0.0% | -2.5% | ? | -6.1% | -20.1% | 3.2% | 7.5%
CCOC(=O)C1CCN(S(=O)(=O)c2ccc(OC)c(Cl)c2)CC1 | i | 4.8% | ? | -9.5% | 5.9% | 16.9% | 0.7% | 0.0% | 10.5%
COc1ccccc1CNC(=O)C1CCCN(c2nn3cc(-c4ccc(F)cc4)nc3s2)C1 (configuration not stated) | · | 7.4% | 0.0% | · | ? | · | 9.8% | -0.1% | ·
